TRHR agonist = qHTS for Small Molecule Agonists and Allosteric Enhancers of Human TRH Receptor: Primary Screen for Agonists; Thyrotropin-releasing hormone receptor (Homo sapiens), P34981; TRHR cells, calcium flux fluo-8, FDSS agonist mode; activation, % at 2 µM; hit rate 0.18% among 360,000; AID 493084, 2011; in the data active = activation above about 30%; note: 0% is about no effect
Target sequence (P34981 whole entry, looked up): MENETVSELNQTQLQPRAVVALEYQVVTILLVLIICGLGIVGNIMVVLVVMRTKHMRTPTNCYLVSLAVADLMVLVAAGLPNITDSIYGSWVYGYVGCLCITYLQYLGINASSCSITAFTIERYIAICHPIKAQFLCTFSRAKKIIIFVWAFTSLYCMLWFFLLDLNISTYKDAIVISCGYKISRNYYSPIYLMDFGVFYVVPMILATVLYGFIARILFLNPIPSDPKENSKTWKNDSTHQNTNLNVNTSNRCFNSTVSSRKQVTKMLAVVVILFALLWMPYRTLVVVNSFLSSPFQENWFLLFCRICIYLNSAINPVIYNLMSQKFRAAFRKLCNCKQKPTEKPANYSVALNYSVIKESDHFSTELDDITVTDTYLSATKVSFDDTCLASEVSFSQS
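TRHR-expressing cells loaded with fluo-8 calcium dye; 23 nL library compound pin-transferred, kinetic FDSS fluorescence (Ex 480/Em 530) recorded about 180 s for agonist-induced calcium release, before a 10 nM TRH EC20 addition for potentiator mode.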
Pol iota inh = qHTS for Inhibitors of Polymerase Iota. AID 588590, 2011. Potency, µM (titrated, usually from 115 µM), inactives show top-dose activity, negative = inhibition, usual class: inhibitors. DNA polymerase iota (Homo sapiens), Q9UNA4. hit rate 1% among 390,000. Pol iota fluorescent replication assay, 10 min; note: potency is the fitted concentration of half-maximal effect
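Fluorescent replication assay read twice, at 0 min and 10 min after adding 50 nM (final) substrate. Enzyme (10 nM) and compounds were first incubated 15 min at room temperature; enzyme-free buffer wells were negative controls.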
APEX1 inh = qHTS Assay for Inhibitors of the Human Apurinic/apyrimidinic Endonuclease 1 (APE1); Potency, µM (highest dose often 65.8 µM), inactives show at the highest dose activity change, negative = inhibition, most hits filed as inhibitors; hit rate 0.35% among 350,000; AID 2517, 2012; recombinant APE1, TAMRA/BHQ-2 abasic DNA cleavage fluorescence; DNA repair nuclease/redox regulator APEX1 (Homo sapiens), P27695;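 note: potency is the fitted concentration of half-maximal effect; plate controls were vehicle for no effect and reference inhibitor for full effect; nearly all actives have a fitted effect of over 55% in size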
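Readout is kinetic fluorescence (ex 525, em 598 nm) from cleavage of 50 nM TAMRA/BHQ-2 THF abasic duplex by 0.75 nM APE1, compound added 15 min beforehand at RT.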
Apoferritin bind = qHTS Assay for Identification of Novel General Anesthetics; Ferritin light chain (Equus caballus), P02791; hit rate 0.074% among 350,000; Potency, µM (series often up to 77.5 µM), inactives show at the top dose activity change, negative = displacement, usual class: inhibitors; apoferritin/1-aminoanthracene competitive binding, fluorescence; note: potency is the fitted concentration of half-maximal effect; % is set by controls: 0 for no effect and ±100 for the full control effect; nearly all actives have a fitted effect of over 20% in size
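Apoferritin-based anesthetic binding model; compound displacement of fluorescent 1-AMA measured as endpoint fluorescence after 10 minutes at room temperature, scaled to free-ligand and complex controls.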
ERG Ets-DNA blk = qHTS for Small Molecule Inhibitors of the ERG Ets/DNA interaction | Transcriptional regulator ERG (Homo sapiens), P11308 | hit rate 0.028% among 370,000 | Potency, µM (top dose mostly 76.9 µM), inactives show at the highest dose FP activity, negative = inhibition, usual class: inhibitors | AID 624246, 2012 | fluorescence polarization, His-ERG Ets domain / labelled DNA; active = well fitted inhibition curve with a large enough effect in the polarisation, with a control signal flat; inconclusive = small, poorly fitted or top-dose-only effect, or effect the other way, or a change in a side signal; inactive = no such curve, though single readings can be large or run the other way; the % refers to the polarisation;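 note: polarization taken with two DNA probes labelled with fluorescein and Texas red; potency is the fitted concentration of half-maximal effect; % of control where 0% means no effect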
Target sequence (P11308 whole entry, looked up, the tested form may be a part): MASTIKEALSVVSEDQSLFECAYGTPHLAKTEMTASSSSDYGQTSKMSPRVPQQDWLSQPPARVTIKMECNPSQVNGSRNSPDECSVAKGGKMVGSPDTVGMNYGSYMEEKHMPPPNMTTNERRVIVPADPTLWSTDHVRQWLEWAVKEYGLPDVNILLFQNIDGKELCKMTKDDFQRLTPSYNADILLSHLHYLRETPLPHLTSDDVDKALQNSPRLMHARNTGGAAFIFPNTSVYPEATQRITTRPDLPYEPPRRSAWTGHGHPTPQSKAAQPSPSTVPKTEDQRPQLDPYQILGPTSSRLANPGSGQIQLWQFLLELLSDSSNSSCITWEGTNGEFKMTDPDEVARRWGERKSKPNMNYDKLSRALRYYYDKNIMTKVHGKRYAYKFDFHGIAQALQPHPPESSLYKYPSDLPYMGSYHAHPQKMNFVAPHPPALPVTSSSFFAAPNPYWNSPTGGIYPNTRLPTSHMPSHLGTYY
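His-tagged ERG Ets domain (1 uM in the protein solution; 300mM KCl, 50mM Tris-HCl, 1mM EDTA, 1mM DTT, pH 7.5) received compound, then a probe mix of 5 nM fluorescein-DNA and 100nM Texas-615-DNA. Fluorescence polarization was read for both dyes.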
POLB inh = qHTS Assay for Inhibitors of DNA Polymerase Beta | Pol beta primer extension/strand displacement, fluorescence kinetic | Potency, µM (series often up to 114 µM), for the others: at the top dose activity change, negative = inhibition, usual class: inhibitors | hit rate 1.3% among 340,000; note: potency is the fitted concentration of half-maximal effect; % is set by controls: 0 for no effect and ±100 for the full control effect
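Reaction started by 50 nM substrate onto compound-treated Pol beta (10 nM, 15 min preincubation, room temperature); plates read at 0 min and 10 min. Normalized concentration-effect data fitted by four-parameter Hill equation.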
Pol kappa inh = qHTS for Inhibitors of Polymerase Kappa; hit rate 0.53% among 400,000; DNA polymerase kappa (Homo sapiens), Q9UBT6; purified Pol kappa, fluorescent DNA synthesis assay, 10 min; AID 588579, 2011; Potency, µM (titrated, usually from 107 µM), inactives show at the top dose activity, negative = inhibition, actives largely listed as inhibitors; note: potency is the fitted concentration of half-maximal effect; % is set by controls: 0 for no effect and ±100 for the full control effect
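Activity was followed as the change in fluorescence between reads at 0 and 10 min after starting the reaction with 50 nM substrate. Beforehand, 10 nM polymerase had been preincubated with compound for 15 min at room temperature.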
ALOX12 inh = Primary qHTS assay for inhibitors of human arachidonate 12S-lipoxygenase (ALOX12): Round 2. purified 12hLO, xylenol orange hydroperoxide absorbance. Potency, µM (series often up to 108 µM), for inactives: at the highest dose activity change, negative = inhibition, usual class: inhibitors. hit rate 1.1% among 580,000. AID 1671190, 2021; note: potency is the fitted concentration of half-maximal effect; % is set by controls: 0 for no effect and ±100 for the full control effect
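Hydroperoxide product was detected by ferrous iron/xylenol orange as the 573 to 405 nm absorbance ratio. Arachidonic acid at 40 uM (final) was turned over for 30 min at room temperature by 150 nM human 12hLO, pH 7.0 Hepes buffer, after 15 min compound preincubation.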
BLM inh = qHTS Assay for Inhibitors of Bloom's syndrome helicase (BLM). RecQ-like DNA helicase BLM (Homo sapiens), P54132. recombinant BLM DNA unwinding, fluorescence dequenching. Potency, µM (series often up to 56.1 µM), without a hit: top-dose activity change, negative = inhibition, hits mostly inhibitors. hit rate 0.2% among 350,000. AID 2528, 2010;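 note: potency is the fitted concentration of half-maximal effect; plate controls were vehicle for no effect and no enzyme for full effect; nearly all actives have a fitted effect of over 35% in size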
* marks the source's active call; other numbers are inactive results; ? = inconclusive; . = not tested or not shown; [ ] = another dose, or the depositor's remark. Unless noted, calls come from the whole dose curve; as a rule, active = well fitted curve in the direction sought with a large enough effect; inconclusive = small, poorly fitted or top-dose-only effect, or another doubt; inactive = no such curve, though single readings can be large; an effect the other way counts as inactive or inconclusive. Only part of the results is shown; the hit share may differ from the screen's.

Sequence of screens – TRHR agonist	Pol iota inh	APEX1 inh	Apoferritin bind	ERG Ets-DNA blk	POLB inh	Pol kappa inh	ALOX12 inh	BLM inh
Cc1oc(-c2ccc(-c3ccccc3)cc2)nc1CN(C)C1CCOC1 (stereo not given)
    0.2	-2%	5%	-17%	1%	-1%	-20%	4%	0%
COCCCn1c(SCC(=O)NC(C)(C)C)nnc1-c1ccccc1
    0.2	7%	-5%	35%[activator]	-7%	7%	-4%	-2%	1%
COCCNC(=O)Cc1c(C)c2c(cc(C)c3c(C)coc32)oc1=O
    0.2	0%	-8%	3%	4%	51%	-8%	-2%	-3%
O=C(/C=C/c1ccccc1)NNC(=O)C1CC1
    0.6	?	6%	-1%	3%	4%	0%	9%	0%
CCN(C[C@H]1N[C@@](CC)(C(=O)OC)[C@H]2C(=O)N(C)C(=O)[C@@H]12)C(=O)Nc1ccc(C(F)(F)F)cc1
    .	19%	-5%	.	-1%	.	-1%	28%	.
CC(NC(=O)c1ccccc1)c1nnc(SCC(=O)NC2=NCCS2)n1C (stereo not given)
    0.0	-7%	17%	-6%	1%	2%	-9%	?	-4%
O=C(CSc1oc(-c2ccccc2)nc1S(=O)(=O)c1ccc(Cl)cc1)NC1CCCCC1
    0.2	66%[activator]	.	3%	1%	30%[activator]	-13%	-27%	-6%
CC(C)CC(=O)OCc1cn(-c2ccccc2)nn1
    0.0	13%	0%	-14%	1%	36%	-12%	7%	-2%
COc1ccc(S(=O)(=O)NC2CCCC2)cc1C(N)=O
    0.4	9%	15%	-2%	7%	12%	-6%	25%	3%
COc1ccc(CNC(=O)Cn2c(=O)cc(C)c3c(C)nn(-c4cccc(Cl)c4C)c32)cc1
    0.1	27%	.	3%	1%	28%	23%	-16%	-2%
O=C(NCCN1CCOCC1)c1ccc(-c2ccccc2)cc1
    -0.4	0%[58.9 µM]	-2%	2%	6%	1%	1%	17%	-10%
COc1ccc2[nH]c(C)c(CCNC(=S)Nc3cc(C)cc(C)c3)c2c1
    0.4	-19%	2%	-11%	2%	?	-15%	?	-8%
CC(C)C[C@@H](CN)NC(=O)c1nc[nH]c1C(=O)N[C@@H](Cc1ccccc1)C(=O)CNC[C@H](C)NC(=O)c1nc[nH]c1C(=O)N[C@@H](CC(C)C)C(=O)O
    .	?	.	.	2%	.	3%	36%[activator]	.
COc1ccc(-c2noc3c2-c2nc(C4CCCCC4)sc2CC3)cc1
    0.8	-14%	-20%	-11%	6%	4%	1%	?	-7%
CCOC(=O)c1ccc(NC2=CC(c3ccc(Br)cc3)N(c3ccc(C(=O)OCC)cc3)C2=O)cc1 (stereo not given)
    -3.7	2%	.	42%[activator]	9%	9%	-10%	0%	-1%
COc1ccc(NC(=O)CSc2oc(-c3ccco3)nc2S(=O)(=O)c2ccc(C)cc2)c(OC)c1
    -0.1	-25%	.	-6%	8%	13%	-2%	?	3%
CN(CCc1ccccc1)C(=O)c1cc(COc2ccc(F)cc2Cl)on1
    -0.2	8%	6%	-17%	10%	9%	8%	0%	-5%
CCOc1cccc(C(=O)N2CCC(c3nc4ccccc4s3)CC2)c1
    -0.4	18%	.	0%	-8%	2%	5%	-23%	-3%
Cc1ccc(C(=O)COC(=O)CCC(=O)Nc2cc(Cl)ccc2Cl)cc1[N+](=O)[O-]
    -0.2	4%	-5%	?	0%	7%	-8%	0%	1%
CCN(C[C@H]1N[C@@](C)(C(=O)OC)[C@H]2C(=O)N(C)C(=O)[C@@H]12)C(=O)c1ccc(C)cc1
    .	-8%	-13%	.	14%	.	16%	?	.
Cc1ccc(CN2CCC(Oc3ccc(C(=O)NCc4ccccn4)cc3)CC2)o1
    0.3	-19%	-3%	-8%	-8%	-11%	0%	?	-3%
COc1cc(OC)c(C2=NOC(C(=O)Nc3c(C)n(C)n(-c4ccccc4)c3=O)C2)cc1Cl (stereo not given)
    -0.3	89%[activator]	-3%	-7%	3%	-1%	-10%	-4%	-2%
Cc1c(NC(=O)CSc2nnc(COc3ccccc3)n2-c2ccccc2)c(=O)n(-c2ccccc2)n1C
    -1.7	34%[activator]	-2%	-10%	2%	11%	-9%	-17%	0%
CN(C)c1cc2c3ccccc3n(C)c2cc1N
    .	51%[activator]	.	.	-2%	.	-15%	?	.
Cc1nc2c3ccccc3nc(SCC(=O)N3CC(C)CC(C)C3)n2n1 (stereo not given)
    -0.7	4%	8%	-9%	6%	1%	-10%	-6%	-1%
COc1cc(NC(=O)C2CCCCC2)c(OC)cc1NC(=O)CN1CCCCC1
    -0.9	7%	0%	?	-7%	15%	-4%	0%	-5%
COC(=O)c1cc(NC2(c3ccccc3)C(=O)c3ccccc3C2=O)cc(C(=O)OC)c1
    0.0	-4%	.	-16%	1%	-30%	-8%[60.1 µM]	-12%	-8%
COc1cc(C(=O)OCn2nnc3ccccc3c2=O)cc(OC)c1OC
    -0.5	0%	-6%	-17%	8%	1%	-13%	-4%	-5%
COc1cccc(Cn2c(=O)c(CCc3ccccc3)nc3cnc(N4CCNCC4)nc32)c1
    .	.	1%	.	.	.	-3%[60.1 µM]	-3%	-8%
S=C(Nc1ccc(Cc2ccncc2)cc1)Nc1cccc(Cl)c1
    0.4	-4%	-8%	?	4%	-3%	-1%	-10%	-6%
O=C(COC(=O)c1ccccc1[N+](=O)[O-])NCCCc1ccccc1
    -1.1	22%	9%	-15%	0%	-1%	-23%	0%	-5%
CCn1cc(C(=O)Nc2ccc(F)c(F)c2)cn1
    0.4	13%	5%	-1%	-8%	2%	-9%	4%	4%
CCCCn1c(SCC(N)=O)nc2c(sc3ccccc32)c1=O
    -0.4	4%	16%	-15%	-10%	?	-12%	-17%	-3%
COC(=O)c1sc2ccccc2c1-n1cccc1C(=O)C(=O)Nc1ccc(F)cc1
    0.8	0%	4%	-9%	-1%	12%	-15%	0%	-6%
CCc1c(C)nc(SC(C(=O)O)c2ccccc2)c(C#N)c1C (stereo not given)
    -0.5	11%	0%	0%	-22%	15%	-6%	16%	-2%
N#Cc1nc(COc2ccccc2)oc1N1CCN(Cc2ccccc2)CC1
    -0.2	-2%	-3%	-6%	7%	-10%	-6%	?	-10%
CN(C)c1ncnc2ccc(-c3ccoc3)cc12
    .	.	-4%	.	.	.	-5%[60.1 µM]	?	12%
Cc1ccc(S(=O)(=O)/N=C2/NC(=O)/C(=C\c3cc(Br)cc(Br)c3O)S2)cc1
    118*	?	44%	-5%	120%[activator]	.	-35%	.	?
COc1ccc(C(=O)CCC(=O)Nc2ccc(N3CCCCC3)cc2)cc1OC
    -1.0	24%	-6%	-16%	7%	17%	11%	-4%	-6%
CCOCCCNC(=O)Cc1cc(=O)[nH]c(=O)[nH]1
    1.1	-9%	11%	9%	-7%	-5%	-1%	14%	0%
Cc1cccc(NC(=O)[C@@H]2CCCN2C2=NS(=O)(=O)c3ccccc32)c1C
    0.6	18%	-5%	.	-5%	.	-5%	19%	.
O=C(Nc1ccc(N2CCCC2)cc1)c1cccc(Cl)c1Cl
    -0.8	42%[activator]	13%	-3%	-10%	4%	-5%	?	-8%
COc1ccc(S(=O)(=O)N2CCC(C(=O)N3CCN(C)CC3)CC2)cc1Cl
    -1.9	47%[activator]	7%	11%	5%	11%	-11%	-4%	2%
Cc1cc(Br)ccc1NC(=O)C1C2CCC(O2)C1C(=O)O (stereo not given)
    0.9	17%	38%	-12%	-13%	10%	9%	5µM*	-3%
Cc1c(NC(=O)Nc2ccc3c(c2)OCO3)cccc1[N+](=O)[O-]
    0.6	38%[activator]	12%	-3%	9%	2%	-18%	-1%	0%
CC1(C)Cc2c(sc3c2c(=N)n(Cc2ccco2)c(=O)n3CC(=O)Nc2ccc(Cl)cc2)CO1
    0.0	2%	-7%	-16%	-3%	29%	-15%	0%	-12%
O=C(c1cccs1)N1CCCC1
    2.0	14%	5%	-1%	2%	-4%	-15%	20%	-1%
O=C1[C@H]2[C@H](ON3CCCC[C@H]23)C(=O)N1c1cccc(C(F)(F)F)c1
    0.6	53%[activator]	-3%	?	-1%	-12%	2%	-10%	-2%
CC(C)(C)C(=O)Nc1c(Br)c(C2CC2)nn1-c1ccccc1
    -0.8	24%	-6%	-4%	-6%	11%	-13%	-7%	-2%
